Screening results as filed in PubChem BioAssay.
M4 PAM – positive allosteric modulators of human muscarinic M4 receptor; 360,000 tested, 0.4% active; P08173; CHO-K1 hM4/Gqi5, Fluo-8 calcium fluorescence, ACh EC20; 0% = ACh EC20, 100% = maximal ACh; activation, % at 3 µM;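 active = activation above its plate's cutoff, the mean activation of sample wells plus 3 SD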; also: some results filed as inactive read as strong as hits
M4 antag – CHRM4 antagonism in calcium assay; 360,000 tested, 0.73% active; AID 624125; CHO-hM4 cells, ACh EC80, Fluo-8 calcium fluorescence; P08173; inhibition, % at 3 µM;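 active = inhibition above its plate's cutoff, the mean inhibition of sample wells plus 3 SD, cut at about 27% in these data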;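 also: 0% = acetylcholine EC80 with DMSO and 100% = DMSO without agonist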
CRFBP-R2 agonist – agonists of human CRF-binding protein/CRF-R2 receptor complex; HEK293 CRF-R2/CRF-BP, calcium dye fluorescence (FLIPR); percent of saturating CRF peptide response; activation, % at 13.2 µM; 350,000 tested, 0.46% active;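 active = activation of at least 50%, plus an integration ratio under a set limit after plate pattern correction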;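 also: plate controls were neutral control wells without compound for no effect and CRF at EC100 for full effect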
CHRM5 antagonist – antagonists of human muscarinic M5 receptor (CHRM5) | inhibition, % at 3 µM | P08912 | AID 624040 | CHO-hM5 cells, Fluo-8 calcium fluorescence, ACh EC80 | 360,000 tested, 0.59% active;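 active = inhibition above a per-plate cutoff, the mean of that plate's test compounds plus 3 SD, cut at about 27% in these data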;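 also: 0% = acetylcholine EC80 with DMSO and 100% = DMSO without agonist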
IDE cell inh – inhibits human insulin-degrading enzyme in HEK cells | 320,000 tested, 0.41% active | AID 434962 | inhibition, % at 5.59 µM | FAbetaB cleavage, fluorescence polarization;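 active = percent inhibition above the average of all tested compounds plus 3 SD, set per screening campaign, cut at about 16% in these data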;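 also: IDE supplied by intact live HEK cells; FP after avidin binding of uncleaved biotin substrate so inhibition keeps polarization high; 0% = DMSO wells and 100% = 60 µM reference IDE inhibitor Ii1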
Target sequence (P14735 whole entry, looked up): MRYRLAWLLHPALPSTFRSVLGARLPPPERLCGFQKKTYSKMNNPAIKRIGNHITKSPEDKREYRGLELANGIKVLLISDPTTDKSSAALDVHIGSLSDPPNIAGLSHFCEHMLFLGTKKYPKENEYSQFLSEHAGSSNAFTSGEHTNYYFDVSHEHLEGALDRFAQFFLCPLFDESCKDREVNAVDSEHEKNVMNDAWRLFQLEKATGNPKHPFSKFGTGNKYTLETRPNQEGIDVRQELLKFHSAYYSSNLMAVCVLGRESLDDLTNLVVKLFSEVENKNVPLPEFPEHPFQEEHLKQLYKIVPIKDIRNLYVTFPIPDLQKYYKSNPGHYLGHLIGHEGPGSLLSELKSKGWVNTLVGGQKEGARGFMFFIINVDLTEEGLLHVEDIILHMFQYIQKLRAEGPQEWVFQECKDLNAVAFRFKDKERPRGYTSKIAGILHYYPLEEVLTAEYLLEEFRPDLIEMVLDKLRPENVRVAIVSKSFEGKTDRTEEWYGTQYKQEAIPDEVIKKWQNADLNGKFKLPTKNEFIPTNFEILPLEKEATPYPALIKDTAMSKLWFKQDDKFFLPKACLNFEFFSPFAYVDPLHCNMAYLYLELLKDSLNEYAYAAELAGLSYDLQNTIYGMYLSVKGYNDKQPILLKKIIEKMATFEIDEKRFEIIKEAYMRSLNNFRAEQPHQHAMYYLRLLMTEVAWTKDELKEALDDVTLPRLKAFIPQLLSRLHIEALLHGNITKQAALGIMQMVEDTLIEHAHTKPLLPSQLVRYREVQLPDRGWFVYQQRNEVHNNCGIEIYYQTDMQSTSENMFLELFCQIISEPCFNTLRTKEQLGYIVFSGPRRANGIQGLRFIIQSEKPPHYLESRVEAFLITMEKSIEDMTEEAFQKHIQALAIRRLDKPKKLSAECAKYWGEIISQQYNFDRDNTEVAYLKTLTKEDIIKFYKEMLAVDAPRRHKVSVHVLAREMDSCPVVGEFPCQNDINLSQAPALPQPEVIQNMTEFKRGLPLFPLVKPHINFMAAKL
M5 ag – agonists of human muscarinic M5 receptor (CHRM5) | P08912 | CHO-K1 hM5 cells, Fluo-8 calcium fluorescence; 0% DMSO wells, 100% maximal acetylcholine response | activation, % at 3 µM | 360,000 tested, 0.19% active | AID 624037;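 active = activation above the run's mean over test compounds plus 3 SD, cut at about 23% in these data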;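 also: signal is peak over basal fluorescence ratio across the kinetic read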
CHRM5 PAM – CHRM5 positive allosteric modulation; P08912; CHO-K1 hM5, Fluo-8 calcium, ACh EC20 PAM; 0% = ACh EC20, 100% = ACh EC100; activation, % at 3 µM; 360,000 tested, 0.3% active; AID 624038;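 active = activation above the run cutoff, the mean activation of all test compounds plus 3 SD, cut at about 18% in these data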
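system = human M5 receptor in CHO-K1 cells | compound = one concentration, 3 µM final (nominal) | schedule = Post-acetylcholine fluorescence recording 140 s | signal = Fluo-8 calcium dye fluorescence, kinetic read | benchmarks = low control EC20 acetylcholine (0%), high control EC100 acetylcholine (100%) | repeats = singlicate, one well per test compound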
CRFR2-BP antag – antagonists of CRF-binding protein/CRF-R2 receptor complex; HEK293 CRF-R2/CRF-BP, CRF-induced calcium fluorescence; inhibition, % at 11.8 µM; 350,000 tested, 0.59% active;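 active = inhibition of the ligand-induced calcium signal above about 50% at the single tested concentration, limit read from the data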
CHRM4 agonist – CHRM4 agonism in calcium assay. activation, % at 3 µM. P08173. CHO-K1 hM4/Gqi5, Fluo-8 calcium fluorescence; vehicle 0%, full acetylcholine response 100%. 360,000 tested, 0.14% active;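 active = activation above the run mean over all test wells plus 3 SD, cut at about 32% in these data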;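 also: peak over basal fluorescence ratio per well then scaled between controls; 0% = DMSO wells and 100% = acetylcholine at EC100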
Starred values were filed as active, the others as inactive; . = not tested or not shown.

Compound | CRFR2-BP antag | M4 PAM | CHRM5 antagonist | CRFBP-R2 agonist | CHRM4 agonist | CHRM5 PAM | M5 ag | IDE cell inh | M4 antag
Cc1cc(NC(=O)CCC(=O)N(Cc2ccccc2)C(C(=O)NC2CCCC2)c2ccco2)no1 (configuration not stated) | -6 | 2 | -3 | -1.3 | 3 | 3 | 0 | 9 | 5
O=C(Nc1ccccc1Cl)c1cc(C2CCCN(C(=O)c3cccc(O)c3)C2)on1 (configuration not stated) | . | -4 | 5 | . | 6 | -3 | 3 | . | 0
CC(C)C(c1nnnn1C1CCCC1)N1CCOCC1 (configuration not stated) | -30 | 2 | 1 | 3.4 | 1 | 10 | -3 | -1 | -2
c1ccc(-n2nnnc2Oc2ccc(-n3ccnc3)cc2)cc1 | -3 | -1 | 6 | 4.2 | 0 | -6 | -5 | -1 | 11
Cn1ccc(C(=O)Nc2ccc3c(c2)OCCO3)n1 | 3 | -1 | 2 | 0.7 | 1 | -3 | -1 | 7 | -4
COc1cc(S(=O)(=O)NCc2ccncc2)c(OC)cc1Br | -7 | -4 | 4 | -0.2 | 5 | 4 | -1 | 6 | -6
COc1cccc(-c2nnc(-c3ccc(C)o3)o2)c1 | 10 | -5 | 0 | -1.9 | 1 | -5 | 1 | -2 | 1
CC(=O)C(Cc1ccccc1)NC(=O)COC(=O)c1cc(S(=O)(=O)N2CCOCC2)ccc1F (configuration not stated) | 2 | -2 | 0 | -0.5 | 2 | -1 | -1 | . | -5
O=S(=O)(c1cccc(-c2nnc(SC(F)F)n2-c2ccccc2)c1)N1CCCCC1 | -4 | -4 | 4 | -0.5 | 4 | -13 | -1 | -1 | -6
O=C(CSc1nnc(SCc2cccc3ccccc23)s1)N/N=C/C=C/c1ccccc1[N+](=O)[O-] | 5 | -2 | 3 | -0.9 | 0 | -2 | -1 | -3 | -7
COC(=O)c1ccccc1N1C(=O)C2C(C1=O)[C@H]1C=C[C@@H]2C1 (some centres not stated) | 6 | 0 | 1 | -1.1 | 1 | -9 | -3 | 3 | 0
CC(C)(C)c1ccc(CC(=O)N2CCC2(C)C(=O)NS(=O)(=O)c2ccc(Cl)cc2)cc1 (configuration not stated) | . | -4 | 8 | . | 3 | -2 | 0 | . | -3
Cc1cccc(N2CCN(C(=O)C3CCN(S(=O)(=O)c4c(C)noc4C)CC3)CC2C)c1 (configuration not stated) | -13 | -2 | -7 | -8.4 | 16 | -9 | 4 | 2 | -18
Brc1ccc(-c2c[n+]3c(n2-c2ccccc2)SCC3)cc1 | 9 | -16 | 6 | -0.3 | 0 | 2 | -18 | -6 | 54*
Fc1ccc(CNCc2ccco2)cc1 | 10 | -2 | 2 | -1.8 | 1 | -1 | -3 | 6 | -4
O=C(c1ccc(F)cc1F)N(Cc1ccccn1)Cc1ccco1 | -5 | 9 | -2 | 0.3 | 1 | 0 | -1 | 5 | -1
COc1ccc(CC(=O)Nc2ccccc2N2CCCCC2)cc1OC | 10 | 0 | 1 | -0.8 | 0 | 3 | -2 | 4 | -10
CCOC(=O)COc1ccc(S(=O)(=O)Nc2cccc(SC)c2)cc1 | -45 | -7 | 9 | 21 | 11 | -10 | 17 | -2 | 11
CCc1ccccc1NC(=O)CSc1nc2c(c(-c3ccco3)c1C#N)CCCC2 | 17 | 7 | -4 | 2.4 | 0 | 0 | 1 | -1 | 7
O=c1c2ccccc2nc2n1CC/C2=C\N1CCN(c2ccc([N+](=O)[O-])cc2)CC1 | 20 | -9 | 7 | 7.2 | 1 | 1 | 4 | 3 | 2
Cc1ccc(NC(=O)COC(=O)C(CC(C)C)N2C(=O)C3CC=CCC3C2=O)c(C)c1 (configuration not stated) | 9 | 4 | 3 | -1.0 | 1 | 1 | 0 | 2 | -7
O=C(NC1(N2CCOCC2)CC1)c1ccc(Cl)cc1 | 1 | 2 | -2 | -0.1 | 2 | 3 | -1 | -1 | 10
COc1ccc(N2C(=O)c3ccc(C(=O)OC(C)C)cc3C2=O)cc1 | 2 | -3 | 5 | 7.6 | 0 | -3 | 2 | -3 | -1
Cc1ccc(NC2CCCN(C(=O)c3cccnc3)C2)cc1C (configuration not stated) | 15 | -5 | 0 | -1.1 | 0 | 5 | 1 | -3 | 2
Cc1ccc(C(C)C)c(OCC(=O)NC(=S)Nc2ccccc2N2CCOCC2)c1 | -14 | 2 | 19 | 2.6 | 1 | 0 | -3 | -1 | 8
Cn1c(SCC(=O)N2CC(=O)Nc3ccccc32)nnc1C(F)(F)F | 11 | 3 | 5 | 0.3 | 0 | 1 | 1 | . | -4
Nc1ncc(-c2ccc(-c3ccccc3)cc2F)cc1-c1ccccc1F | . | -5 | 4 | . | 0 | 1 | 0 | . | 9
NS(=O)(=O)c1ccc(NC(=O)COC(=O)c2c3c(nc4ccccc24)/C(=C\c2ccc4c(c2)OCO4)CCC3)cc1 | -28 | -18 | 3 | 0.5 | 28 | -4 | 13 | -19 | 5
O=c1ccc2cc(S(=O)(=O)N3CCN(c4ccc(Cl)cc4)CC3)ccc2o1 | -11 | 0 | 11 | 3.0 | 0 | -2 | -3 | 1 | 7
CCOC(=O)C1=C(c2ccccc2)NC(=O)NC1c1cc(Br)c(O)c(OC)c1 (configuration not stated) | -1 | 10 | 2 | -1.6 | 2 | 4 | -1 | 6 | -3

Four neighbouring compounds already listed, for reference:
Compound | CRFR2-BP antag | M4 PAM | CHRM5 antagonist | CRFBP-R2 agonist | CHRM4 agonist | CHRM5 PAM | M5 ag | IDE cell inh | M4 antag
Nc1ncc(-c2ccc(-c3ccccc3)cc2F)cc1-c1ccccc1F | . | -5 | 4 | . | 0 | 1 | 0 | . | 9
NS(=O)(=O)c1ccc(NC(=O)COC(=O)c2c3c(nc4ccccc24)/C(=C\c2ccc4c(c2)OCO4)CCC3)cc1 | -28 | -18 | 3 | 0.5 | 28 | -4 | 13 | -19 | 5
O=c1ccc2cc(S(=O)(=O)N3CCN(c4ccc(Cl)cc4)CC3)ccc2o1 | -11 | 0 | 11 | 3.0 | 0 | -2 | -3 | 1 | 7
CCOC(=O)C1=C(c2ccccc2)NC(=O)NC1c1cc(Br)c(O)c(OC)c1 (configuration not stated) | -1 | 10 | 2 | -1.6 | 2 | 4 | -1 | 6 | -3

Additional results:
Compound | CRFR2-BP antag | M4 PAM | CHRM5 antagonist | CRFBP-R2 agonist | CHRM4 agonist | CHRM5 PAM | M5 ag | IDE cell inh | M4 antag
CCCN1C(=O)/C(=C/c2cc(C)n(C)c2C)SC1=Nc1ccc(OCC)cc1 | 2 | 0 | 1 | -0.7 | 0 | -1 | 1 | -4 | 5
N#CCCN(C(=O)COC(=O)c1ccc2c(c1)NC(=O)CS2)c1ccc2c(c1)OCCO2 | -13 | -6 | 13 | 1.7 | 12 | -14 | 2 | 4 | -4
CCSc1nc(=S)n(CC)c(C)c1C(C)=O | -7 | 5 | -4 | -2.3 | -1 | 5 | 0 | 2 | 4
Cc1cc2n(n1)C(c1ccc(O)cc1)Nc1ccccc1-2 (configuration not stated) | 5 | 30* | 0 | -2.4 | 1 | -1 | 6 | 3 | 13
Cc1ccc(C(=O)OCN2C(=O)c3ccccc3C2=O)o1 | 8 | 22* | -1 | -2.6 | 0 | -4 | 2 | -1 | -2
Cc1ccc(C)c(S(=O)(=O)N2CCN(C(=O)c3n[nH]c(=O)c4ccccc34)CC2)c1 | 5 | 9 | 3 | 0.5 | 4 | -1 | 3 | 0 | -8
O=c1oc2ccccc2cc1-c1nnc(NCc2ccco2)s1 | 8 | 10 | 9 | 1.6 | 2 | -4 | -1 | -3 | 6
CC(=O)c1ccc(OCC(=O)Nc2ccc3nc(C)sc3c2)cc1 | -2 | -6 | 7 | 0.3 | 2 | 0 | 5 | 3 | 4
CC(C)Cc1ccc(CN2CCCC(NC(=O)Cn3cnnn3)C2)cc1 (configuration not stated) | -15 | 14 | 18 | 3.4 | 3 | -2 | -6 | 2 | -11
Cc1cc(=O)oc2cc(OCC(=O)OCC(=O)N(CCC#N)c3ccccc3)ccc12 | -4 | 3 | 4 | 1.6 | 7 | 2 | 1 | 4 | -9
COc1cccc(CNC(=O)C(=O)NCC2CCCN2S(=O)(=O)c2cc(C)ccc2C)c1 (configuration not stated) | 2 | -3 | 4 | -0.9 | 4 | 5 | 0 | 1 | -4
O=C(N/N=C/c1ccc(Br)cc1)c1ccc(NC(=O)c2ccccc2)cc1 | -4 | -11 | 1 | -0.9 | 1 | -1 | 2 | . | 4
O=S(=O)(NCCC1=CCCCC1)c1cccc2nsnc12 | 2 | -14 | -8 | -0.9 | -2 | 2 | -7 | . | 15
CCn1c2ccccc2c2cc(CC(N)=O)ccc21 | 0 | 0 | -1 | -1.7 | 0 | 7 | -5 | -8 | 15
O=C(O)c1ccc(-c2noc(-c3cccc(F)c3)n2)cc1 | -9 | 4 | 8 | -1.5 | 0 | -9 | 6 | -1 | 0
Cc1cc(C(F)F)n2nc(C(=O)NCc3ccccc3F)nc2n1 | 14 | 13 | -11 | -2.7 | 1 | 4 | -1 | 2 | -9
C#CCOCCOCCOCCNc1nc(N2CCN(C(=O)[C@H](CCCN=C(N)N)n3cc(C(N)[C@@H](C)CC)nn3)CC2)nc(N2CCN(C(=O)[C@H](CCCCN)n3cc([C@@H](N)CC(N)=O)nn3)CC2)n1 (some centres not stated) | -4 | 4 | 10 | 0.5 | 0 | -1 | -2 | 3 | 6
Cc1ccc(NC(=O)c2ccc(Cn3cc(Cl)cn3)o2)c(C)c1 | . | -2 | 7 | . | -1 | 1 | -5 | -1 | 6

4 compounds from above, arranged by the number in M4 antag, smallest number first:
Compound | CRFR2-BP antag | M4 PAM | CHRM5 antagonist | CRFBP-R2 agonist | CHRM4 agonist | CHRM5 PAM | M5 ag | IDE cell inh | M4 antag
O=C(O)c1ccc(-c2noc(-c3cccc(F)c3)n2)cc1 | -9 | 4 | 8 | -1.5 | 0 | -9 | 6 | -1 | 0
O=C(N/N=C/c1ccc(Br)cc1)c1ccc(NC(=O)c2ccccc2)cc1 | -4 | -11 | 1 | -0.9 | 1 | -1 | 2 | . | 4
O=c1oc2ccccc2cc1-c1nnc(NCc2ccco2)s1 | 8 | 10 | 9 | 1.6 | 2 | -4 | -1 | -3 | 6
O=S(=O)(NCCC1=CCCCC1)c1cccc2nsnc12 | 2 | -14 | -8 | -0.9 | -2 | 2 | -7 | . | 15
